Screening data from PubChem.
H1N1 NS1A inhibition = NS1A inhibition, H1N1 influenza, cell based functional assay (AID 504329) | NS1A functional cell-based assay, percent inhibition; higher % means a stronger effect | one-dose inhibition, % at 12.5 µM; IC50 in µM for titrated hits | 340,000 compounds, 0.3% hits; in the data active means a potency from the dose series; inconclusive means inhibition above about 27% without an active follow-up result; further: strong numbers were not always called active
inhibitors of VEEV = inhibitors of VEEV TC-83 cytopathic effect, confirmation, Vero cells (AID 588727); 350,000 compounds, 0.13% hits; Vero cells, VEEV TC-83 cytopathic effect inhibition; higher % means a stronger effect; one-dose inhibition, % at 20 µM; IC50 in µM for titrated hits; in the data active means a potency from the dose series; inconclusive means inhibition mostly from about 14% at the one dose, without a potency; inactive means the rest, 99 in 100 with inhibition below about 12%; further: strong numbers were not always called active
H37Rv inhibition = M. tuberculosis growth inhibition, HTS (AID 449762). M. tuberculosis H37Rv growth inhibition, 7H9 media; higher % means a stronger effect. inhibition, % at 25 µM, or IC50 in µM where a hit was titrated. 330,000 compounds, 0.59% hits; in the data active means a potency from the dose series; inconclusive means inhibition above about 70% without an active follow-up result;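 further: bacterial growth assessed after seven days of incubation; strong numbers were not always called active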
tuberculosis growth = growth inhibition of non-replicating M. tuberculosis (AID 488890) | Mycobacterium tuberculosis non-replicating, growth inhibition; higher % means a stronger effect | inhibition, % at 25 µM; hits with a dose series show IC50 in µM | 320,000 compounds, 0.39% hits; in the data active means a potency from the dose series; inconclusive means inhibition mostly from about 82% at the one dose, without a potency; inactive means the rest, 99 in 100 with inhibition below about 76%;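 further: plate controls were DMSO cells for no effect and high antibiotic wells for full effect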
Salmonella PhoP GFP = Inhibition of PhoP regulon, Salmonella typhi GFP reporter cells, confirmation, 4 h (AID 1850); 310,000 compounds, 0.33% hits; inhibition, % at 50 µM, or IC50 in µM where a hit was titrated; Salmonella Typhi PhoP-promoter GFP reporter, fluorescence, 4 h; higher % means a stronger effect; in the data active means a potency from the dose series; inconclusive means inhibition mostly from about 25% at the one dose, without a potency; inactive means the rest, 99 in 100 with inhibition below about 19%;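 further: 0% = induced wells with vehicle and 100% = uninduced wells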
inhibitors of VEEV 10K pilot screen = recorded beside inhibitors of VEEV, whose call it bears; inhibition, %; measured here: 10K pilot screen inhibition
* marks the source's active call; other numbers are inactive results; i = inactive; ? = inconclusive; . = no result given. Compounds as they come; about 1.5% have a hit in one of these screens.

SMILES	H1N1 NS1A inhibition	inhibitors of VEEV	H37Rv inhibition	tuberculosis growth	Salmonella PhoP GFP	others
O=C(CSc1nc(-c2ccccc2)cc(C(F)(F)F)n1)NCCN1CCOCC1	3%	1.7%	2%	-3%	-9%
CCCCCC(=O)N/N=C/c1ccccc1[N+](=O)[O-]	-7%	0.6%	10%	8%	15%
CSc1cccc(NC(=S)N2CCCN(Cc3ccccc3F)C2)c1	-6%	2.2%	-1%	6%	6%
CNc1cc(Cl)nc(SC)n1	-5%	2.6%	18%	?	0%
CN(C)CCN(C(=O)c1ccc(C(=O)c2ccccc2)cc1)c1nc2cc3c(cc2s1)OCO3	19%	1.2%	2%	0%	-10%
CC(=O)Nc1ccc(NC(=O)CC2CCCC2)cc1	8%	0.9%	3%	2%	-5%
O=C(CSc1nncn1-c1ccccn1)Nc1ccccc1Cl	-1%	1.8%	-4%	-5%	3%
CCCc1cc(=O)[nH]c(SCC(=O)NC(=O)NC2CCCC2)n1	-11%	1.2%	-11%	2%	.
O=c1c2ccccc2n(Cc2ccccc2F)c(=O)n1Cc1ccccc1F	-2%	0.2%	17%	-3%	8%
CS(=O)(=O)N1CCN(c2ccc(C(=O)NC34CC5CC(CC(C5)C3)C4)cc2[N+](=O)[O-])CC1	-2%	i	-2%	12%	-2%
CCOCC(=O)N1CCCC(C(=O)OCC)C1 (centres undefined)	3%	0.2%	4%	14%	-13%
CN(C)c1ccc(/C=C2\Oc3ccc(C#Cc4cccc(N)c4)cc3C2=O)cc1	-10%	1.9%	0%	33%	.
CCCC(=O)Nc1nc(-c2ccccc2)c(CC)s1	-14%	1.2%	8%	28%	1%
CC(C)(C)c1cc(Cl)ccc1OCCn1ccnc1	2%	i	?	?	-6%
CCc1cc2cc(C)cc(C)c2nc1SCC(=O)NNC(=O)c1ccco1	-16%	0.6%	10%	15%	-5%
CCCC(=O)Nc1ccc(NC(=O)c2ccccc2OC)cn1	1%	2.7%	1%	-15%	6%
O=C(Nc1ccc2c(c1)OCCO2)c1cnccn1	-17%	i	8%	-8%	2%
CC(C)(C)NC(=O)NC(=O)CN1CCN(c2cccc(Cl)c2)CC1	-3%	2.4%	10%	63%	-8%
O=C(COc1ncnc2ccccc12)N1CCN(S(=O)(=O)c2ccc(Cl)cc2)CC1	0%	3.4%	-7%	5%	0%
CC(=O)N1c2ccc(S(=O)(=O)N3CCC(C(=O)Nc4cccc(C)c4C)CC3)cc2CC1C (centres undefined)	-9%	i	2%	21%	0%
CCCC(C)NC(=O)COC(=O)c1cc(Br)c(Br)s1 (centres undefined)	6%	0.5%	?	?	0%
CC(C)SC1=NC(C)(C)C=C(/C=C/c2ccc(Cl)cc2Cl)N1	2%	13%	24%	17%	-5%
CCCCCC1C/C(=N\O)C=C(C)C1C(=O)OC (centres undefined)	.	1.6%	4%	-7%	-17%
O=C(CCC(=O)OCC(=O)c1ccccc1)Nc1cccc2cccnc12	-6%	i	-2%	-3%	-12%
O=C(Cc1ccccc1)Oc1ccc(N2C(=O)C3CCCCC3C2=O)cc1 (centres undefined)	-4%	0.8%	-8%	18%	-13%

(next part)
SMILES	H1N1 NS1A inhibition	inhibitors of VEEV	H37Rv inhibition	tuberculosis growth	Salmonella PhoP GFP	others
CCOC(=O)CNC(=O)COc1coc(CN2CCN(c3ccc(F)cc3)CC2)cc1=O	2%	i	0%	-4%	5%
COc1cc(NC(=O)CN2C(=O)NC(C)(c3ccc(OC(F)F)cc3)C2=O)cc(OC)c1OC (centres undefined)	9%	11%	1%	12%	6%
COC(=O)CCn1nnc(-c2ccc(C)cc2)n1	-4%	1.8%	?	?	-6%
Cc1nn(CC(=O)Nc2ccccn2)c(C)c1Br	-3%	0.8%	-3%	-18%	-8%
Cc1ccc(N(CCC(=O)N2CCOCC2)S(=O)(=O)c2ccccc2)cc1	-3%	6.4%	-4%	-9%	.
CCOc1cc(/C=N/NC(=O)c2cccc([N+](=O)[O-])c2)ccc1OS(=O)(=O)c1ccccc1	-6%	8.6%	-4%	30%	5%
OCCN=c1cc(-c2ccccc2)oc2ccc(Cl)cc12	6%	5.9%	20%	58%	-13%
O=C1NC(=Nc2ccccc2)S/C1=C\c1cccs1	-22%	3.0%	1%	21%	2%
CN(C(=O)CSc1ccc(S(=O)(=O)N2CCCCC2)cn1)c1ccccc1	-5%	i	2%	23%	.
COc1ccc(-c2sc(Nc3ccc(F)c(F)c3F)nc2CCC(=O)NN)cc1	-5%	3.3%	64%	7%	4%
CCN(CC(=O)Nc1ccc(NC(C)=O)cc1)C(=O)c1ccc(=O)n(C)n1	-18%	0.6%	-6%	-14%	.
COCCOC(=O)C1=C(C)NC(=O)CC1c1cc2c(cc1Br)OCO2 (centres undefined)	-4%	i	-2%	-6%	-9%
C=CCNC(=O)C1CC2Cn3c(nc4cc(C)c(C)cc43)C2N1C (centres undefined)	-5%	0.4%	-6%	-6%	-2%
COc1ccc(-n2c(CCC(=O)O)ccc2-c2ccccc2)cc1	-6%	i	0%	35%	3%
COc1ccc(NC(=O)/C(C#N)=C\c2ccc(Br)o2)cc1	-10%	2.2%	-9%	-5%	-2%
O=c1[nH]nc(Cc2ccc([N+](=O)[O-])cc2)c2ccccc12	4%	i	-1%	6%	0%
Cc1cc(NCc2ccccn2)ccc1Br	7%	0.5%	?	48%	-1%
Cc1ccc(C(=O)NS(=O)(=O)c2ccc(N=NN(C)C)cc2)cc1	-7%	0.6%	-3%	11%	0%
Cc1ccc(-c2cnc(NC(=O)c3cccc(Br)c3)s2)c(C)c1	5%	3.9%	-7%	3%	-3%
O=C(CSc1nc(=O)n(CCCN2CCOCC2)c2c1CCCC2)Nc1ccccc1Cl	0%	2.9%	7%	12%	-3%
O=C1CCC(=O)N1c1ccc(NCCc2ccccc2F)c([N+](=O)[O-])c1	14%	0.1%	3%	3%	-2%
CC1(C)Oc2ccc3ccc(=O)oc3c2/C(=C/Nc2ccccc2)C1=O	11%	4.6%	0%	-9%	-2%
O=C(CCCOc1ccccc1)N1CCCCC1	3%	0.8%	6%	37%	1%
Cc1ccccc1NN1C(=O)C=CC1=O	17%	1.1%	-3%	-6%	1%
CN(C)S(=O)(=O)c1ccc(C(=O)Nc2nc(-c3cccs3)cs2)cc1	-8%	0.9%	-7%	-7%	-6%

The closing seven entries of the section before come first, to join the parts.
SMILES	H1N1 NS1A inhibition	inhibitors of VEEV	H37Rv inhibition	tuberculosis growth	Salmonella PhoP GFP	others
Cc1ccc(-c2cnc(NC(=O)c3cccc(Br)c3)s2)c(C)c1	5%	3.9%	-7%	3%	-3%
O=C(CSc1nc(=O)n(CCCN2CCOCC2)c2c1CCCC2)Nc1ccccc1Cl	0%	2.9%	7%	12%	-3%
O=C1CCC(=O)N1c1ccc(NCCc2ccccc2F)c([N+](=O)[O-])c1	14%	0.1%	3%	3%	-2%
CC1(C)Oc2ccc3ccc(=O)oc3c2/C(=C/Nc2ccccc2)C1=O	11%	4.6%	0%	-9%	-2%
O=C(CCCOc1ccccc1)N1CCCCC1	3%	0.8%	6%	37%	1%
Cc1ccccc1NN1C(=O)C=CC1=O	17%	1.1%	-3%	-6%	1%
CN(C)S(=O)(=O)c1ccc(C(=O)Nc2nc(-c3cccs3)cs2)cc1	-8%	0.9%	-7%	-7%	-6%
CC1=Nn2c(nnc2-c2cc(C)[nH]n2)SC1	-15%	i	-5%	-1%	10%
CCCCn1c(N)c(N(CC(C)C)C(=O)CN2C(=O)NC3(CCC(C(C)(C)CC)CC3)C2=O)c(=O)[nH]c1=O (centres undefined)	-3%	0.9%	.	.	.
Cc1cc(C)cc(OCc2nnc(SCC(=O)N3CCCCC3)o2)c1	-2%	0.5%	-3%	46%	-3%
COc1ccc(CN(C)CC2CCCN(CCc3ccccc3C)C2)cc1O (centres undefined)	-1%	i	1%	7%	11%
Cc1nnc(NC(=O)CSc2nnc(Cc3ccccc3)n2Cc2ccccc2)s1	5%	1.6%	-2%	14%	-3%
COC(=O)C1=C(C)N=C2SC(C#N)=C(N)N2C1c1cc(OC)c(OC)c(OC)c1 (centres undefined)	-1%	2.2%	-7%	65%	-4%
O=C(OCc1cn(-c2ccc(Cl)c(Cl)c2)nn1)c1ccccc1Cl	3%	i	-13%	19%	1%
CCOc1ccc(C(=O)CSc2nnc(C3CC3)n2C)cc1	-3%	0.3%	-5%	0%	-3%	inhibitors of VEEV 10K pilot screen=1.0
O=C(Cc1cccc(NC(=O)C2CCCN(C(=O)C3CCCC3)C2)c1)Nc1cccc(C(=O)N2CCOCC2)c1 (centres undefined)	-9%	1.3%	.	.	.
C(C#CCN1CCOCC1)#CCN1CCOCC1	1%	i	.	.	.
O=C(O)c1ccc(NC(=O)c2ccc(COc3ccc(Cl)cc3)o2)cc1	-12%	0.2%	4%	40%	5%
CC(C)CCN(C(=O)C1CCCC1)c1c(N)n(Cc2ccccc2)c(=O)[nH]c1=O	-2%	1.9%	-5%	-10%	.
COc1ccc(C)cc1NC(=O)COC(=O)c1ccccc1SCC(=O)N1CCCC1	0%	11%	-5%	-11%	9%
Cc1c(C(=O)NCc2ccc(F)cc2)c(-c2ccccc2)nn1-c1ccccc1	-1%	4.4%	3%	3%	-5%
NC(=S)N=Nc1c(O)n(CCCl)c2ccc(Br)cc12	5%	0.6%	-9%	-2%	-17%
Cc1ccc(NC(=O)CCNC(=O)c2ccco2)cc1F	-4%	0.3%	1%	-1%	0%
Cc1cc(C)c(C#N)c(SCC(=O)c2ccc(Cl)cc2Cl)n1	-8%	11%	-5%	2%	-7%
COc1cccc(NC(=S)C(C#N)=C2N(C)c3ccccc3N2C)c1	1%	1.0%	-9%	6%	-1%
O=C(Nc1ccc(Cl)cc1)/C(=C/c1cccc(O)c1)c1nc2ccccc2s1	-2%	23%	-1%	13%	0%
N#CC1=C(N)Oc2cc(O)ccc2C1c1cccs1 (centres undefined)	1%	7.5%	7%	5%	-4%
COCCNCCCCOc1ccc(Br)cc1C	10%	i	-7%	23%	2%
CC(C)CCNC(=O)CSc1nc2ccsc2c(=O)n1NC(=O)c1ccccc1	-1%	3.3%	1%	10%	2%
O=C(COC(=O)c1cccs1)Nc1ccccc1	-2%	0.3%	-8%	54%	22%
NC(=O)NC(=O)c1nccnc1C(=O)O	-27%	0.6%	-2%	-3%	-10%
Cc1ccc(-c2nn(-c3ccccc3)cc2CO)cc1	-18%	1.6%	5%	2%	2%

(next part)
SMILES	H1N1 NS1A inhibition	inhibitors of VEEV	H37Rv inhibition	tuberculosis growth	Salmonella PhoP GFP	others
CC(C(=O)c1ccccc1)C(O)c1ccccn1 (centres undefined)	0%	0.4%	.	.	.
CCc1nc(Nc2cccc(OC)c2)c2oc3ccccc3c2n1	23%	0.5%	10%	15%	-5%
CCOc1ccc(C(=O)OCC(=O)N2CCOCC2)cc1OCC	9%	1.2%	-8%	-2%	-9%
COc1ccc(NC(=O)c2sc3nc(N4CCCC4)c4c(c3c2N)CC(C)(C)OC4)cc1	-9%	9.5%	22%	13%	-7%
Cc1cc(C)nc(N(C#N)Cc2ccccc2C)n1	13%	i	7%	13%	-5%
COc1ccc(OC)c(C2CC(=O)c3c([nH]c(C(=O)OC(C)C)c3C)C2)c1 (centres undefined)	-2%	11%	-4%	-23%	-7%
Cc1ccc(CCN2CC(C(=O)N3CCN(c4ccc(F)cc4)CC3)CC2=O)cc1 (centres undefined)	0%	0.1%	-1%	23%	-4%	inhibitors of VEEV 10K pilot screen=0.5
CN(C)C(=O)/C(C#N)=C\c1cc(Br)c(Sc2ccc(Cl)cc2)o1	2%	2.0%	4%	25%	-9%
COc1ccc(OCCSCc2nnc(NC(=O)Nc3ccc(Cl)cc3)s2)cc1	-9%	i	2%	-13%	-2%
Fc1ccc(Cn2nnnc2C(c2ccc(Cl)cc2)N2CCSCC2)cc1 (centres undefined)	5%	4.5%	7%	21%	-8%
CCCOC(=O)C1=C(C)NC2=C(C(=O)C(C(=O)OC)C(C)C2)C1c1ccc(N(CC)CC)cc1 (centres undefined)	11%	2.8%	5%	31%	-14%
CCn1c(C2CC(=O)N(c3cc(C)cc(C)c3)C2)nc2ccccc21 (centres undefined)	0%	8.3%	-12%	-2%	5%
Cc1ccc(O)c(N=Cc2sc3ccccc3c2Cl)c1	0%	1.1%	-2%	-7%	-1%
COc1cc(OC)cc(-c2c(C#Cc3ccsc3)c3cc(-c4cccc5[nH]ccc45)ccc3n2C)c1	7%	4.7%	1%	1%	.
Cc1ccc(C(N)=Nc2ccccc2)cc1	3%	i	-2%	-8%	-3%
O=C(CCn1nc(-c2ccccc2)ccc1=O)N1CCN(c2ccccc2)CC1	3%	3.3%	9%	-6%	0%
